bub3: NCI yeast anticancer drug screen, S. cerevisiae bub3 mutant strain | actives 9.9% (n = 78,000) | AID 167 | growth inhibition, % at 50 µM;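 further: 0% = growth of vehicle-only cultures of the same strain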
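In this screen, a yeast mutant lacking normal mitotic checkpoint function is challenged with compound. Relative growth versus vehicle gives the inhibition value.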
mec2-1: NCI yeast anticancer drug screen, S. cerevisiae mec2-1 strain; actives 9% (n = 79,000); % growth inhibition at 50 µM; AID 157;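 further: 0% = growth of vehicle-only cultures of the same strain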
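Cells of the genetically defined mec2-1 yeast strain are incubated with test compound. Inhibition of growth is calculated against vehicle-treated controls.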
mlh1 rad18: NCI yeast anticancer drug screen, S. cerevisiae mlh1 rad18 strain; growth inhibition, % at 50 µM; actives 11% (n = 79,000);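 further: 0% = growth of vehicle-only cultures of the same strain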
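A repair-deficient yeast strain is exposed to test compound, and growth is scored relative to vehicle-treated controls.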
sgs1 mgt1: NCI yeast anticancer drug screen, S. cerevisiae sgs1 mgt1 strain. % growth inhibition at 50 µM. actives 10% (n = 78,000). AID 161;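 further: 0% = growth of vehicle-only cultures of the same strain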
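Growth of a repair-deficient yeast mutant was monitored after compound treatment and expressed as inhibition relative to vehicle-treated cultures.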
yeast cln2 rad14: NCI yeast anticancer drug screen, S. cerevisiae cln2 rad14 strain. growth inhibition, % at 50 µM. actives 8.3% (n = 78,000). AID 165;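 further: 0% = growth of vehicle-only cultures of the same strain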
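Relative to vehicle controls, growth inhibition of compound-treated cln2 rad14 yeast was recorded.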
rad50: NCI yeast anticancer drug screen, S. cerevisiae rad50 strain; % growth inhibition at 50 µM; actives 10% (n = 79,000);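 further: 0% = growth of vehicle-only cultures of the same strain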
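Cells are treated with compound, grown, and their growth is then scored against vehicle-only cultures of the same repair-deficient yeast strain.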
Numbers without * were called inactive; . = no result given; & = joins results of further samples. No stated cut-off is given here; in the data, active means growth inhibition above about 70%; inactive means the rest. An unsorted share of the library; overall some 14% were active at least once.

Preview (6 entries):
The line under a structure holds: bub3	mec2-1	mlh1 rad18	sgs1 mgt1	yeast cln2 rad14	rad50
N#Cc1cncc2ccccc12
    -13	2	-13	-2	-14	-14
CCCCNC1(N(C)C)N=C(N(C)C)N=C(N(C)C)O1 (stereo not drawn)
    8	-1	0	-1	18	-2
CC(C)CCCC(C)C1CCC2C3CCC4CC(N5CCCCC5)CCC4(C)C3CCC12C (stereo not drawn)
    5	-10	17	-16	-21	6
O=C(O)c1cc(C(=O)O)cc([N+](=O)[O-])c1
    8	-6	7	5	0	-4
COc1ccccc1N1C(=O)C(=O)C(C(C)=O)C1=O (stereo not drawn)
    0	6	5	-5	11	14
O=[N+]([O-])c1ccc(Sc2nccc(Cl)n2)c([N+](=O)[O-])c1
    37	43	19	5	-9	23

All compounds of this part, previewed entries included:
The line under a structure holds: bub3	mec2-1	mlh1 rad18	sgs1 mgt1	yeast cln2 rad14	rad50
N#Cc1cncc2ccccc12
    -13	2	-13	-2	-14	-14
CCCCNC1(N(C)C)N=C(N(C)C)N=C(N(C)C)O1 (stereo not drawn)
    8	-1	0	-1	18	-2
CC(C)CCCC(C)C1CCC2C3CCC4CC(N5CCCCC5)CCC4(C)C3CCC12C (stereo not drawn)
    5	-10	17	-16	-21	6
O=C(O)c1cc(C(=O)O)cc([N+](=O)[O-])c1
    8	-6	7	5	0	-4
COc1ccccc1N1C(=O)C(=O)C(C(C)=O)C1=O (stereo not drawn)
    0	6	5	-5	11	14
O=[N+]([O-])c1ccc(Sc2nccc(Cl)n2)c([N+](=O)[O-])c1
    37	43	19	5	-9	23
O=C1CCCCN1
    -1	8	-14	-7	-16	-4
CSc1cc(Cl)c(C)cc1S(=O)(=O)NC(=O)NNc1ccc(Cl)cc1
    -4	11	52	11	8	24
O=C(NNC(O)C(F)(F)F)c1ccccc1 (stereo not drawn)
    11	2	2	10	-35	12
O=C(O)c1cc(O)c2c(c1)C(C1c3cc(C(=O)O)cc(O)c3C(=O)c3c(OC4OC(CO)C(O)C(O)C4O)cccc31)c1cccc(OC3OC(CO)C(O)C(O)C3O)c1C2=O (stereo not drawn)
    5&12	6&14	-45&-45	-6&10	-6&16	-2&5
CC12C(=O)OC3CCC1CC32 (stereo not drawn)
    7	7	3	-6	-27	11
O=C1CC(NC(=O)C(F)(F)F)c2c(Br)sc(N3CCC(c4ccccc4)CC3)c21 (stereo not drawn)
    -15	-2	-11	-18	-1	6
CC1CC(Cc2cccc3ccccc23)C(=O)O1 (stereo not drawn)
    -21	13	9	-2	-23	8
CCNC1CCC(C=C(c2ccccc2)c2ccccc2)C1 (stereo not drawn)
    5	-2	-18	12	-58	-8
CC(CN1C(=O)CCC1=O)N1C(=O)CCC1=O (stereo not drawn)
    -6	1	-10	2	-8	3
Cc1nc(Nc2ccc(Cl)c(Cl)c2)sc1C(=O)/C=C/c1ccc2c(c1)OCO2
    -8	23	38	14	-2	40
Cc1cc(C)cc(OC(=S)N(C)C)c1
    7	-8	-24	2	-47	2
COc1c2ccoc2nc2c(OC)c(OCC(O)C(C)(C)O)ccc12 (stereo not drawn)
    -21	-40	-79	-6	-1	-15
CCN(CC)C(=O)C1Cc2ccccc2N(C)C1 (stereo not drawn)
    3	-8	-3	-10	-42	-17
O=C(CON1C(=O)c2ccccc2C1=O)c1ccccc1
    81*	52	76*	55	-3	91*
COC(=O)[C@@H]1O[C@H]1c1ccccn1
    9	1	0	-8	-6	8
COc1cccc(Nc2nc3c([nH]2)c(=O)n(C)c(=O)n3C)c1
    11	-12	9	-24	-17	-8
C[C@H]1CCCCC[C@@H]2CC(=O)CC2C(=O)CCC(=O)O1 (stereo partly drawn)
    -9	-4	13	-11	8	18
C1CCC(N=C2N(C3CCCCC3)C(=NC3CCCCC3)N2C2CCCCC2)CC1
    -21	-28	-4	-7	-20	5
CCOC(=O)C(=O)SCC(NC(=O)OCc1ccccc1)C(=O)O (stereo not drawn)
    8	-5	-12	12	-2	-13
S=C(N/N=C/c1cccc2ccccc12)Nc1c(Cl)cccc1Cl
    45	84*	66	94*	56	67
C=CCOCn1cc(C)c(=O)[nH]c1=O
    6	17	17	36	6	6
CCOC(=O)c1nc2ccc(Cl)cc2c2c1CCO2
    -27	-21	-21	31	9	46
C=C(Cl)COc1ccc(-c2ccccc2)cc1
    -9	7	1	16	-3	28
CCN1CC(O)Cc2ccccc21 (stereo not drawn)
    -8	9	-4	11	1	-4
COC(=O)CC(c1ccc2c(c1)OCO2)N1CCCCC1 (stereo not drawn)
    -1	-13	11	-12	-23	7
COc1ccc(/C=C\c2cccc(Cl)c2)cc1
    -13	-25	6	3	-9	22
CCC1CN2CCc3cc(OC)c(OC)cc3C2CC1C#N (stereo not drawn)
    12	9	23	24	21	15
CCC(/C=C/c1ccccc1)=N\N=C(\C=C\c1ccccc1)CC
    -23	-21	-13	-11	8	10
COC1OC2COc3ccccc3OC2C2C1N2C(N)=O (stereo not drawn)
    -3	1	4	4	-7	7
O=C(CCl)NC(=O)N(/N=C/c1ccco1)c1ccccc1
    59	47	58	55	-16	45
COC1=C(NC(C)=O)C(=O)c2nc(-c3nc(C(=O)O)c(C)c(-c4ccc(OC)c(OC)c4O)c3N)ccc2C1=O
    56	70	87*	69	57	78*
BrC1c2ccccc2-c2nc3ccccc3nc21 (stereo not drawn)
    17	5	30	2	56	11
CCCC(O)C[N+](=O)[O-] (stereo not drawn)
    14	13	12	15	4	48
O=C1c2ccccc2C(=O)c2c(O)c3c(c(O)c21)CCCC3O (stereo not drawn)
    11	-9	16	8	12	17
CNC1C(CO)OC(OC)C1O (stereo not drawn)
    1	12	-3	7	8	11
CSC(=S)n1nc(-c2ccccc2)c(N=Nc2cccc(Cl)c2Cl)c1-c1ccccc1
    93*	95*	95*	94*	94*	90*
NC(N)=NS(=O)(=O)c1ccc(NC(=O)c2cccn3c(=O)c4ccccc4nc23)cc1
    -9	-2	-21	30	12	-7
CCOC(=O)C1(C(=O)OCC)CSC1
    -18	-5	-22	-17	4	-17
O=S(=O)([O-])[O-].O=c1[nH]cnc2[nH]ncc12.O=c1[nH]cnc2[nH]ncc12.[Cu+2]
    -19	-8	-18	-47	-32	-22
CC1(C(=O)O)CCCC2(C)C3=CC(=O)CCC3=CCC12 (stereo not drawn)
    25	18	4	9	3	-4
CCN(CC)CCNCc1ccc(Cl)cc1
    -9	-39	-16	4	6	-16
Brc1c2ccccc2cc2ccccc12
    63	30	43	25	-9	22
CCOC(=O)C1(C(=O)OCC)CCC(C(=O)OCC)(C(=O)OCC)CC1
    26	21	32	23	23	14
CC1=C(C(=O)Nc2ccccc2C)C(c2ccccc2C)C(C(=O)Nc2ccccc2C)=C(C)N1
    64	63	58	52	27	67
CC(C)(C)c1ccc(CN2CCN(C(c3ccccc3)c3ccc(Cl)cc3)CC2)cc1 (stereo not drawn)
    -4	1	52	-11	-8	16
COC(=O)c1ccccc1-c1ccccc1C(=O)O
    8	-3	-2	-5	-14	1
Cc1cccc(C(=O)O)c1-c1c(C)cccc1C(=O)O
    1	-6	13	-7	3	13
CN(C)CC(O)c1cc(-c2ccc(Cl)c(Cl)c2)nc2c(Cl)cc(Cl)cc12 (stereo not drawn)
    98*	98*	98*	99*	98*	98*
CCN(CC)C(=O)c1cccc(N)c1
    25	-11	14	12	11	13
c1ccc(-c2nc3ccccc3s2)cc1
    -4&9	0&-22	3&40	-18&24	-20&24	19&25
Cc1cc(=O)n(CCC(=O)O)c(N)n1
    -11	1	-7	-8	-71	-1
COC(=O)c1ccc(OC(=O)Nc2ccc(Br)cc2)cc1
    37	26	20	27	-4	11
CC1=NN(c2ccccc2)C(=O)C1CC1C(=O)N(c2ccccc2)N=C1C (stereo not drawn)
    -29	-53	-18	-7	4	-29
Cc1cccc(C)c1N1C(=O)C2c3[nH]c4ccccc4c3C3CCC(C(C)(C)C)CC3C2C1=O (stereo not drawn)
    3	11	18	28	2	38

New compounds follow:
The line under a structure holds: bub3	mec2-1	mlh1 rad18	sgs1 mgt1	yeast cln2 rad14	rad50
O=S(=O)(CC1=NC2C=CC=CC2N=C1)NCc1ccccc1 (stereo not drawn)
    26	-19	-12	13	30	7
CCOC(=O)Cc1cc(Br)c(O)c(Br)c1
    -4	24	15	26	12	11
CCOC(=O)c1ccccc1C(=O)S
    3	-13	-17	2	-13	-11
CCc1ccccc1NC(=O)C1=C(C)NC(C)=C(C(=O)Nc2ccccc2CC)C1c1ccccc1Cl
    -6	-5	-19	-20	5	-26
O=P(O)(O)c1ccc(-c2ccc(P(=O)(O)O)cc2)cc1
    2	3	-2	13	-32	-5
CN(C)c1ccccc1C(=O)N/N=C\c1ccc(O)c(O)c1
    12	14	22	20	6	18
COc1ccc2c(c1)CCN([C@@H]1CCC[C@@H](O)C1)C2
    51	15	25	19	-31	-12
N#CC1C(=O)NC(=O)C(C#N)C1C1C(=O)NC2CCCCC21 (stereo not drawn)
    11	5	33	17	23	41
Cc1cccc(CO)n1
    -6	-15	-2	-1	4	-11
Cc1cc(N=C2C=C(Nc3cc(C)on3)C(=O)c3ccccc32)no1
    -15	-1	6	-21	1	-9
CCCCCCCCCCCCCCCc1cc(=O)n(-c2ccc(C(=O)OCC)cc2)n1C
    -27	-1	-38	-22	12	-37
C[N+](C)(C)CN1C(=O)c2ccccc2C1=O
    .	-29	-5	.	.	-12
Nc1ccc(SC23CC4CC(CC(C4)C2)C3)cc1
    96*	94*	89*	96*	95*	94*
O=C(O)CCc1[nH]c(I)nc1I
    -7	14	30	5	-1	17
N#CC=Cc1ccc([N+](=O)[O-])s1 (mixture of isomers)
    88*	91*	91*	91*	91*	90*
COc1cc2c3c(c1O)C1(C=CC(=O)C=C1)CC3N(C)CC2 (stereo not drawn)
    -4	-22	-50	-5	1	-17
C[C@]12CC[C@@H]3c4ccc(OCCCO)c([N+](=O)[O-])c4CC[C@H]3[C@@H]1CCC2=O
    0	7	16	18	12	16
Clc1ccccc1-c1nnc(-c2cccc(-c3nnc(-c4ccccc4Cl)o3)n2)o1
    -3	7	12	-7	-9	-2
NC(=O)CC(NC(=O)COc1ccc(Cl)cc1)C(=O)O (stereo not drawn)
    10	-8	-9	12	-39	-16
C=C[C@]1(O)CCC[C@]2(C)C(=O)CCC12C (stereo partly drawn)
    -22	-22	-32	-19	11	-3
O=C(Nc1cccc(C(F)(F)F)c1)c1cc2cc(Br)ccc2oc1=O
    -23	-16	-15	-32	-1	-31
CC(C)C(/C=C/c1ccc(Cl)cc1)=N\NC(=S)NN
    29	-12	28	29	11	-10
O=C(O)C1=C(c2ccccc2)C=C(c2ccccc2)C1
    48	0	29	13	-33	0
CCO[C@H]1c2cc3c(cc2[C@@H](c2cc(OC)c(OC)c(OC)c2)[C@H]2C(=O)OC[C@@H]21)OCO3
    13	6	25	27	29	11
CC(C)c1ccc(C(=O)OC2CCCC2)cc1
    53	99*	93*	55	94*	97*
CCCCCC(=O)OCC[N+](C)(C)C
    -25	-30	-13	-7	5	-30
CCC(=N\NC(=S)NC)/C(C)=N\NC(=S)NC
    9	-6	-14	-6	-36	-8
CC(C)(C)OC(=O)CN1C(=O)CCC1=O
    4	9	-5	20	-26	6
C=CCOC(=O)c1cccc(C(=O)OCC=C)c1
    34	23	34	40	19	13
CCCCCc1cccc(CC(=O)OCC)n1
    -12	-15	-6	-13	27	-15
CCCCCCCCCCCCCCCC/C(C)=C\C(=O)OC
    29	20	16	23	-1	4
CN(C)/C(N)=N\c1ncccn1
    -18	-38	-23	-13	8	-39
CCC1CN2CCc3cc(OC)c(OC)cc3C2CC1(O)Cc1nccc2ccccc12 (stereo not drawn)
    7	-9	-7	-15	-26	4
Cc1ccc2c(sc(-c3ccc4c(c3)sc(-c3ccc5c(c3)sc(-c3ccc(N(C)C)cc3)[n+]5C)[n+]4C)[n+]2C)c1S(=O)(=O)O (tested in a mixture with another compound)
    35	22	70*	46	40	28

Another view of some results above.
canonical_smiles	bub3	mec2-1	mlh1 rad18	sgs1 mgt1	yeast cln2 rad14	rad50
CCC1CN2CCc3cc(OC)c(OC)cc3C2CC1(O)Cc1nccc2ccccc12 (stereo not drawn)	7	-9	-7	-15	-26	4
Cc1ccc2c(sc(-c3ccc4c(c3)sc(-c3ccc5c(c3)sc(-c3ccc(N(C)C)cc3)[n+]5C)[n+]4C)[n+]2C)c1S(=O)(=O)O (tested in a mixture with another compound)	35	22	70*	46	40	28
CCCCCCCCCCCCCCCC/C(C)=C\C(=O)OC	29	20	16	23	-1	4

High-throughput results: PubChem BioAssay, NCI
